aDG glyco act: activators of alpha-DG glycosylation, primary screen, uHTS, Pro5-aDG cells, AlphaScreen | alpha-DG glycosylation AlphaScreen (IIH6); 0% Pro5, 100% B10-LARGE cell signal | activation, % at 10 µM | actives 0.22% (n = 360,000) | AID 624168, 2012;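 active = activation of at least 8% versus controls, or a plate z-score of at least 8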;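 note: Pro5 are CHO cells carrying HIG-tagged alpha-DG that lacks glycosylation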
PDI inh: inhibitors of human PDI, primary screen, biochemical, turbidity, single point, plate reader. inhibition, % at 10 µM. actives 0.052% (n = 350,000). PDI insulin aggregation turbidity, A650, 90 min. AID 588391, 2011;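 active = mean inhibition across replicates of 30% or more, whatever share of single replicates reach that level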;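 note: absorbance from insulin aggregation driven by PDI reduction with DTT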
Target sequence (P07237 whole entry, looked up): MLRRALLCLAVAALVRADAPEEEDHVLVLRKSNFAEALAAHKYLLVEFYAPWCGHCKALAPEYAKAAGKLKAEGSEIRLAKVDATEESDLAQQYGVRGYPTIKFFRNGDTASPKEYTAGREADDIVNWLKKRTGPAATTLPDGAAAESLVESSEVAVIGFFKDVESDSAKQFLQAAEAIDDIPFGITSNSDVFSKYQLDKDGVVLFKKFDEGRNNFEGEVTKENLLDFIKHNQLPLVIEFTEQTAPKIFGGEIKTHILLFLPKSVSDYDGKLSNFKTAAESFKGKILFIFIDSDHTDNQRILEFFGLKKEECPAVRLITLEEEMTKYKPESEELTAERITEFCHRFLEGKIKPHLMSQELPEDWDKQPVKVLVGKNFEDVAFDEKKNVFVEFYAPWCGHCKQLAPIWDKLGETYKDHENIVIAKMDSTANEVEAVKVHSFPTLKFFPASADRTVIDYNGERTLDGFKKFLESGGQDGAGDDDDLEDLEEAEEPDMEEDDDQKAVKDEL
NR2E3 ag-1: NR2E3 agonists in two-hybrid cells, primary screen, cell-based, luminescence, CHO-S, Gal4-NCOR/VP16-NR2E3; luciferase; inhibition of corepressor binding, % at 3.98 µM; actives 0.35% (n = 360,000); AID 602229, 2012;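 active = inhibition above the mean of all tested compounds plus 3 SD, cut at about 70% in these data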;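 note: 0% = DMSO with NR2E3 transfected cells and 100% = cells lacking NR2E3 construct; higher means lower luciferase signal from less NR2E3 corepressor binding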
Target sequence (Q9Y5X4 whole entry, looked up, the tested form may be a part): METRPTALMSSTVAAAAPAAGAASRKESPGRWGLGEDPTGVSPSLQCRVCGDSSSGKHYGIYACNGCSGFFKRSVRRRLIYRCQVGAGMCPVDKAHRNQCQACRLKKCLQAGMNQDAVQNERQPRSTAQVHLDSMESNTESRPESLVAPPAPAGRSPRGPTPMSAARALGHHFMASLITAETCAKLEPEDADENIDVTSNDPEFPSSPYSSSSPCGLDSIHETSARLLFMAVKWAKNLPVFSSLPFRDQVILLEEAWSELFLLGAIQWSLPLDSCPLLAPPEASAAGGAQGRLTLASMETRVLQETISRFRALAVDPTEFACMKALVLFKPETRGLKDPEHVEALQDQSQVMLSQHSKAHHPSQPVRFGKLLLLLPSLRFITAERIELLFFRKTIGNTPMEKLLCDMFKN
NR2E3 ag-2: inhibitors of NR2E3-RetCOR corepressor binding, primary screen, NR2E3 agonist project, biochemical, TR-FRET, GST-NR2E3, biotin-RetCOR | Photoreceptor-specific nuclear receptor (Homo sapiens), Q9Y5X4 | inhibition of corepressor binding, % at 4.78 µM | 1536-well | AID 2300, 2010 | actives 0.12% (n = 320,000);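 active = percent inhibition above the cutoff of mean plus 3 SD of all tested compounds, set per screening campaign, cut at about 20% in these data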;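 note: 0% = DMSO wells and 100% = biotin wells as full block of FRET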
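Material: NR2E3–RetCOR corepressor complex / Amount: 1.35 nM GST-NR2E3 / Medium: Tris pH 7.5 / Compound: single nominal compound dose of 4.8 µM / Incubation: 5 h at 4 °C / Technique: TR-FRET, Eu(K)-anti-GST donor, streptavidin-D2 acceptor, ex 340, em 617/671 nm / Read-out basis: percent loss of FRET ratio relative to control wells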
Granule exo inh: LAMP-1 surface exposure blockers, TALL-104 cells – cell-based, flow cytometry, MLPCN library, primary screen. TALL-104 LAMP-1 surface exposure; cells stimulated with thapsigargin and PMA. inhibition, % at 10 µM. actives 0.66% (n = 360,000). AID 651702, 2012;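 active = inhibition above about 55%, limit read from the data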
MITF TRPM1 inh: inhibitors of MITF-dependent TRPM1 promoter reporter, primary screen, cell-based, SK-MEL-5, single point, luciferase; SK-MEL-5 TRPM1 promoter luciferase, 24 h; inhibition, % at 12.5 µM; actives 0.83% (n = 330,000); AID 488899, 2010;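 active = mean inhibition across replicates of 60% or more, whatever share of single replicates reaches that level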; note: values of inactives mirror those of a sister screen read the other way
Peg3 promoter: Peg3 promoter-driven luciferase inhibitors, primary screen, cell-based, HeLa, luciferase luminescence; inhibition, % at 20 µM; HeLa PEG-Prom luciferase reporter, overnight; actives 1.7% (n = 360,000);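 active = inhibition of at least 50% at 20 µM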
Vif inh: HIV Vif self-association inhibitors, primary screen, imaging, HEK293T, single point | HEK293T cells, Vif self-association by quenched fluorescence, 24 h | inhibition, % at 7.49 µM | actives 0.35% (n = 340,000); in the data active = inhibition above about 50%, passing the limit was not always enough; note: some results filed as inactive read as strong as hits
CaV13 FRET inh: Disruptors of the CACNA1D IQ motif to Ca2+-dependent inactivation inhibitor domain association, primary screening, Förster resonance energy transfer in intact living …; HEK cells, CFP/YFP FRET ICDI-IQ, plate reader, 10 min; percent FRET-ratio fall versus neutral wells; inhibition, % at 12.3 µM; actives 0.098% (n = 340,000); AID 743397;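 active = mean replicate inhibition of at least 30% and at least 1% of replicates passing that level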;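 note: 0% = median of the neutral control wells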
HIF-2a block: HIF-2a reporter inhibitors, primary screen, luminescence, 786-0 RCC cells | 786-0 RCC cells HIF-2a reporter, luciferase luminescence, overnight | inhibition, % at 18.8 µM | actives 0.72% (n = 360,000) | AID 624352, 2012;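 active = inhibition of the luminescence signal of 40% or more relative to plate controls, in a single-dose primary screen at 18.75 µM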
iPSC survival up: enhancers of single-cell hiPSC survival, primary screen, ATPlite luminescence. 100% = ROCK inhibitor wells, 0% = DMSO. survival enhancement, % at 20 µM. actives 0.044% (n = 360,000); in the data active = survival enhancement above about 18%;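 note: cells exposed to compounds for 16 hours before the ATP read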
The depositor's hits bear a star; x = no result given.

SMILES	aDG glyco act	PDI inh	NR2E3 ag-1	NR2E3 ag-2	Granule exo inh	MITF TRPM1 inh	Peg3 promoter	Vif inh	CaV13 FRET inh	HIF-2a block	iPSC survival up
Cc1cc(C)c(C#N)c(SCS(=O)Cc2ccccc2)n1 (stereo unspecified)	0.1	-3.7	-0.1	-0.1	-3.2	1.5	11.3	-2.7	-5.2	13.6	1.9
CCc1ccc(S(=O)(=O)N2CC(=O)Nc3ccccc32)cc1	-0.1	11.8	29.7	-4.4	-2.1	-4.0	-2.2	0.1	-10.1	15.0	1.7
COc1ccc(NC(=O)c2sc3nc(N4CCCC4)c4c(c3c2N)CC(C)(C)OC4)cc1	-0.2	4.1	-37.2	8.0	3.7	-6.7	7.0	3.2	-7.5	-12.3	0.9
Cc1cc(C)nc(N(C#N)Cc2ccccc2C)n1	-0.3	12.0	-3.8	1.7	2.6	1.8	16.7	36.7	-20.5	4.1	2.8
O=C(N/N=C\c1ccncc1)c1ccc(Cl)s1	-0.4	5.6	-0.4	1.0	-3.9	-31.7	-9.8	7.9	-9.3	-16.1	-0.2
CN(Cc1ccc(F)cc1)C(=O)c1cccc(NS(=O)(=O)c2ccccc2)c1	-0.1	-1.1	-10.6	1.7	-19.1	14.9	14.6	-11.0	-5.7	7.2	-0.2
CCOc1ccc(C(=O)OCC(=O)N2CCOCC2)cc1OCC	-0.1	-2.4	-20.4	4.7	-3.5	7.0	8.8	0.2	-2.0	7.4	-0.2
COc1ccc([N+](=O)[O-])cc1NC(=O)c1ccc(CN(c2ccccc2)S(C)(=O)=O)cc1	-0.1	2.8	-24.8	2.8	-1.7	8.4	23.8	-0.3	-2.4	9.8	-0.1
O=C(NC1CCCCCC1)C1CCN(S(=O)(=O)c2ccc(F)cc2)CC1	-0.1	5.6	-15.5	4.9	-4.4	8.3	6.7	1.8	x	3.3	-1.0
Cc1ccc(CCN2CC(C(=O)N3CCN(c4ccc(F)cc4)CC3)CC2=O)cc1 (stereo unspecified)	-0.1	-0.8	-24.0	-0.9	-4.7	5.9	5.7	-12.6	-7.1	11.3	-1.3
COc1ccc(OC)c(C2CC(=O)c3c([nH]c(C(=O)OC(C)C)c3C)C2)c1 (stereo unspecified)	0.0	x	-4.3	-0.1	-3.3	20.9	-29.6	5.4	-2.2	-37.5	-2.0
COc1ccc(OCCSCc2nnc(NC(=O)Nc3ccc(Cl)cc3)s2)cc1	0.1	-2.2	-15.0	0.6	3.2	10.9	2.5	1.7	-3.3	-8.6	-0.5
CCSc1oc(-c2ccccc2)nc1S(=O)(=O)c1ccccc1	0.2	-8.3	-1.9	-2.2	-5.2	8.5	16.8	2.4	x	0.6	4.2
COc1cc(NC(=O)CSc2nnc(Cn3nnc4ccccc43)n2C)cc(OC)c1	0.3	-5.9	4.0	2.8	-1.0	3.9	15.5	5.6	-4.7	13.8	-3.6
CC1CCN(CC(=O)NCc2ccco2)CC1	0.1	0.9	-17.2	-2.7	1.4	5.4	-5.2	31.2	-19.3	6.2	0.6
O=C(NCCc1csc(-c2cccnc2)n1)c1ccco1	0.1	x	-7.4	0.8	-1.9	x	-2.9	12.9	-3.2	-14.3	0.2
CN(C)C(=O)/C(C#N)=C\c1cc(Br)c(Sc2ccc(Cl)cc2)o1	1.3	-8.9	-14.8	-4.7	14.7	16.5	78.4*	x	x	56.7*	-1.9
O=C(COc1ccc(F)cc1Br)NCC1(N2CCCCC2)CCCCC1	0.2	-12.9	8.1	x	-1.7	-10.7	14.0	4.8	-5.7	-0.1	-1.8
Fc1ccc(Cn2nnnc2C(c2ccc(Cl)cc2)N2CCSCC2)cc1 (stereo unspecified)	0.1	-9.2	-4.1	2.6	5.6	-2.2	22.9	2.5	-5.1	4.4	-1.9
CCOc1cc2[nH]c(=O)n(Cc3cccc(OC)c3)c(=O)c2cc1OCC	0.0	-2.7	-23.2	3.6	-2.3	0.8	17.2	-13.9	-7.4	8.7	3.2
Cc1noc(C)c1S(=O)(=O)N(C)C[C@H]1Oc2ccc(NC(=O)Cc3ccccc3)cc2C(=O)N([C@H](C)CO)C[C@@H]1C	-0.4	2.0	-11.1	x	-7.8	-3.8	2.4	-2.4	-5.8	9.3	-0.7
CCCOC(=O)C1=C(C)NC2=C(C(=O)C(C(=O)OC)C(C)C2)C1c1ccc(N(CC)CC)cc1 (stereo unspecified)	-0.4	-2.3	4.2	4.4	2.7	-2.0	12.2	2.4	-4.1	14.9	-2.3
Cc1c(/C(O)=C2\C(=O)C(=O)N(CCN(C)C)C2c2cccs2)cnn1-c1ccccc1 (stereo unspecified)	0.0	-3.4	-10.3	3.7	-0.6	-18.1	-188.2	2.2	x	-113.1	0.4
Cc1ccc(C(N)=Nc2ccccc2)cc1	-0.1	0.1	9.9	0.9	11.4	-1.5	-20.3	23.6	-3.8	-54.2	-0.2
O=C(CCn1nc(-c2ccccc2)ccc1=O)N1CCN(c2ccccc2)CC1	0.0	-1.4	4.3	4.9	-3.4	-1.9	9.9	-0.5	-1.7	14.8	-0.4
COc1cc(OC)cc(-c2c(C#Cc3ccsc3)c3cc(-c4cccc5[nH]ccc45)ccc3n2C)c1	-0.7	-4.5	-33.3	-2.8	-0.9	9.1	5.6	-7.7	-4.8	10.9	-2.5
CCn1cc(C2=NCC(C)O2)c2ccccc21 (stereo unspecified)	1.0	-12.1	-18.4	3.8	6.8	16.9	12.7	6.1	-8.2	12.8	2.1
CCn1c(C2CC(=O)N(c3cc(C)cc(C)c3)C2)nc2ccccc21 (stereo unspecified)	0.2	x	-17.0	-0.7	-1.2	-1.6	16.3	-6.6	-5.2	13.6	1.5
CCOC(=O)c1nc2nc(C)cc(=O)n2[nH]1	-0.1	-2.3	1.5	0.6	26.5	-6.7	-7.9	-3.4	-5.7	4.1	-0.7
Cc1ccc(O)c(N=Cc2sc3ccccc3c2Cl)c1	0.0	-5.7	-38.6	-0.3	-0.9	-3.6	-29.7	-15.4	-2.6	-79.2	-0.1
COc1cnc(NS(=O)(=O)c2ccc(N)cc2)nc1	-0.1	-2.8	-30.9	0.5	-3.6	-3.0	0.1	-0.2	-5.7	5.4	3.5
O=C(CN1C(=O)c2ccccc2C1=O)NCC(=O)OCC(=O)c1ccc(Cl)cc1	-0.1	-4.5	-0.1	1.0	-8.1	-0.2	3.0	1.0	-2.9	15.7	0.0
CC(Oc1ccc2c(c1)oc(=O)c1ccccc12)C(=O)NC(Cc1c[nH]c2ccc(O)cc12)C(=O)O (stereo unspecified)	-0.1	x	-32.2	-2.8	5.4	3.7	-3.0	8.1	x	-1.5	1.6
CCOC(=O)C1=C(c2ccccc2)Nc2ncnn2C1c1ccc(C(=O)O)cc1 (stereo unspecified)	0.0	2.2	-4.2	-5.2	-2.1	1.8	12.8	2.3	-6.4	8.4	-0.9
CC(C)CCN(C(=O)C1CCCC1)c1c(N)n(Cc2ccccc2)c(=O)[nH]c1=O	-0.3	-8.0	-10.7	-1.2	2.0	6.2	9.8	7.3	-2.0	-2.7	1.2
O=C(O)c1ccc(NC(=O)c2ccc(COc3ccc(Cl)cc3)o2)cc1	0.3	1.9	-27.9	x	-5.7	-11.7	4.2	-6.7	-4.3	-3.8	1.4
COc1ccc(Cc2nnc(NC(=O)C3CC(=O)N(c4ccccc4)C3)s2)cc1OC (stereo unspecified)	0.2	-18.0	0.5	0.2	-3.4	10.8	-5.2	0.6	-1.5	5.8	0.4
CC(C)[C@@H]1NC(=O)c2cc([N+](=O)[O-])cc(I)c2NCCC[C@@H](C(=O)NC(CC(=O)O)C(N)=O)NC(=O)[C@H](CO)NC1=O (stereo partly specified)	0.0	-3.9	-1.7	-0.4	-5.1	-6.2	95.8*	-5.8	-6.5	4.5	2.4
COc1ccc(CN2C(=O)CC(C(=O)NCCc3ccc(S(N)(=O)=O)cc3)SC2=Nc2ccccc2)cc1 (stereo unspecified)	-0.4	21.0	-8.8	0.6	-3.0	-17.4	6.0	-8.0	-5.3	-5.4	-1.7
COCC1CCN(Cc2cn(Cc3ccccc3)nc2-c2cc3ccccc3o2)CC1	0.3	-1.5	1.3	0.4	13.2	-9.8	-16.5	3.6	-5.2	8.7	-0.2
Cc1c(C(=O)NCc2ccc(F)cc2)c(-c2ccccc2)nn1-c1ccccc1	0.2	-3.1	6.0	-1.5	-2.9	-2.2	4.8	4.8	-4.7	0.2	-2.7
Cc1nn(CCOc2ccccc2Cl)c(C)c1[N+](=O)[O-]	0.0	11.5	-3.2	-1.8	-17.5	-6.1	-0.9	6.8	-2.5	-18.5	0.8
COc1ccc(C)cc1NC(=O)COC(=O)c1ccccc1SCC(=O)N1CCCC1	0.0	-2.5	12.8	-1.6	-6.2	-0.2	11.2	0.3	-5.7	0.5	-0.3
NC(=S)N=Nc1c(O)n(CCCl)c2ccc(Br)cc12	0.6	1.3	40.4	-0.8	78.0*	-0.8	21.4	x	-8.4	10.7	-0.5
Cc1ccc(NC(=O)CCNC(=O)c2ccco2)cc1F	-0.5	0.1	-7.9	-0.3	2.1	-0.6	-25.1	-0.1	-4.1	-25.9	-0.2
CC(CCc1ccccc1)NC(=O)COC(=O)c1ccc(NC(=O)CC#N)cc1 (stereo unspecified)	0.0	-2.9	-21.2	-2.2	-0.4	-1.1	0.6	15.5	-19.6	7.5	2.7
CCCn1c(SCC(=O)Nc2sc(C)c(C)c2C(=O)OCC)nc2c1c(=O)n(C)c(=O)n2C	0.4	-13.6	4.7	7.0	-6.7	-7.6	12.0	3.4	-4.4	16.1	-1.3
COc1cccc(NC(=S)C(C#N)=C2N(C)c3ccccc3N2C)c1	-0.3	-0.9	-9.2	-1.5	-5.9	24.4	8.5	13.9	-9.9	-7.8	-0.2

A draw from above in order of count of non-hydrogen atoms, largest number first:
SMILES	aDG glyco act	PDI inh	NR2E3 ag-1	NR2E3 ag-2	Granule exo inh	MITF TRPM1 inh	Peg3 promoter	Vif inh	CaV13 FRET inh	HIF-2a block	iPSC survival up
Cc1c(C(=O)NCc2ccc(F)cc2)c(-c2ccccc2)nn1-c1ccccc1	0.2	-3.1	6.0	-1.5	-2.9	-2.2	4.8	4.8	-4.7	0.2	-2.7
COc1cccc(NC(=S)C(C#N)=C2N(C)c3ccccc3N2C)c1	-0.3	-0.9	-9.2	-1.5	-5.9	24.4	8.5	13.9	-9.9	-7.8	-0.2
Cc1nn(CCOc2ccccc2Cl)c(C)c1[N+](=O)[O-]	0.0	11.5	-3.2	-1.8	-17.5	-6.1	-0.9	6.8	-2.5	-18.5	0.8
NC(=S)N=Nc1c(O)n(CCCl)c2ccc(Br)cc12	0.6	1.3	40.4	-0.8	78.0*	-0.8	21.4	x	-8.4	10.7	-0.5

Bioassay records as filed in PubChem BioAssay.
